Assay outcomes: PubChem BioAssay, several laboratories
NCOA2 inhibitor – inhibits human steroid receptor coactivator 2 | inhibition, % at 9 µM | HEK293 GAL4-SRC2 luciferase reporter, luminescence | 370,000 compounds, 0.17% hits | Q15596;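 active = inhibition above the mean inhibition of all tested compounds plus 3 SD, set per campaign, cut at about 52% in these data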;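 also: 0% = DMSO treated cells and 100% = cells given Gossypol at 36 µM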
TROY signal inh – TROY signaling inhibition; Q293 LMP1-TROYcd NF-kB luciferase reporter, 4 h; inhibition, % at 10 µM; 360,000 compounds, 0.98% hits; AID 1347056;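 active = compounds whose plate-normalised and pattern-corrected inhibition of the luciferase reporter signal at the single screening dose is 50% or more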
TRAIL sens C8 – caspase-8 TRAIL sensitization; 360,000 compounds, 1% hits; NB7+C8 cells + TRAIL, ATPlite viability luminescence; AID 624354; inhibition (viability loss, TRAIL sensitization), % at 10 µM;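 active = compounds causing at least 50% loss of cell viability in the single-dose screen, relative to plate controls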
SRC3 inh – human NCOA3 inhibition | Q9Y6Q9 | HEK293 GAL4-SRC3 luciferase reporter, luminescence | inhibition, % at 3.6 µM | 360,000 compounds, 0.17% hits | AID 588352;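 active = inhibition above a per-campaign cutoff, the mean of all compounds plus 3 SD, cut at about 60% in these data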;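 also: 0% = DMSO-treated cells and 100% = gossypol-treated cells at 36 µM; higher means less SRC3-driven luciferase light from the GAL4 reporter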
Vif inh – blocks HIV Vif function | 340,000 compounds, 0.35% hits | inhibition, % at 7.49 µM | HEK293T cells, Vif self-association by quenched fluorescence, imaging, 24 h; in the data active = inhibition above about 50%, passing the limit was not always enough; also: some results filed as inactive read as strong as hits
SRC1 inh – inhibitors of human steroid receptor coactivator 1 (SRC1); Q15788; HEK293 GAL4-SRC1 luciferase reporter, luminescence; inhibition, % at 3.6 µM; 360,000 compounds, 0.12% hits; AID 588354;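 active = inhibition above the campaign mean plus 3 SD, with each screening campaign given its own cutoff, cut at about 60% in these data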;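 also: 0% = DMSO treated cells and 100% = gossypol at 36 µM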
LRH-1 inv ag – suppresses constitutive activity of human LRH-1; O00482; HEK293T StAR-luciferase reporter, LRH-1 transfected, 24 h; inhibition, % at 3.6 µM; 360,000 compounds, 0.13% hits;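 active = inhibition above the mean inhibition of all tested compounds plus 3 SD, cut at about 73% in these data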;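 also: 0% = DMSO wells and 100% = reporter-only cells lacking LRH-1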
Target sequence (O00482 whole entry, looked up): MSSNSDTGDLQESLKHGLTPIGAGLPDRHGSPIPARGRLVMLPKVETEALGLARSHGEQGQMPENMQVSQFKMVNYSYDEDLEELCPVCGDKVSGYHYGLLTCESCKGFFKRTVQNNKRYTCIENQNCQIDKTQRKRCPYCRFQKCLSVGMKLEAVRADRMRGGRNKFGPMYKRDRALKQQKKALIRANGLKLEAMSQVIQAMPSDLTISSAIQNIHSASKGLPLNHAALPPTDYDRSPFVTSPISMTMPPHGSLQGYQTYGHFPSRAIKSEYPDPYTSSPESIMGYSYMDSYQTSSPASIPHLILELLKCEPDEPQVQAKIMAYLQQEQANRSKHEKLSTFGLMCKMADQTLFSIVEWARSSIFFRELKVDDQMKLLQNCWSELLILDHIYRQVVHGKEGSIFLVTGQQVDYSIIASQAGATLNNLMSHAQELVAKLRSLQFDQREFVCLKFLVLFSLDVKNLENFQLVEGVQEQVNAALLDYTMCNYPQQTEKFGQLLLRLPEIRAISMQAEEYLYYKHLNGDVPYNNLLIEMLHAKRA
COUP-TFII inh – inhibitors of human COUP-TFII (NR2F2). AID 686940. inhibition, % at 8.6 µM. P24468. HEK293T NGFI-A luciferase reporter, luminescence. 370,000 compounds, 0.7% hits;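 active = inhibition above a per-plate cutoff, mean inhibition of test wells between control levels plus 3 SD, cut at about 38% in these data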;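 also: cells cotransfected with COUP-TFII expression vector driving the NGFI-A reporter; 0% = median of COUP-TF2 test wells and 100% = reporter-only cells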
LMP1 NFkB inh – reduces LMP1-driven NF-kappaB luciferase signal | LMP1-induced NF-kappaB luciferase reporter cells, luminescence | inhibition, % at 12.5 µM | 350,000 compounds, 0.69% hits; in the data active = inhibition above about 41%;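 also: 0% = neutral control wells and 100% = reference inhibitor control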
NOD2 RIPK2 PPI – inhibitors of human NOD2-RIPK2 interaction. AID 624267. 360,000 compounds, 0.38% hits. inhibition, % at 4.98 µM. CHO BLA complementation NOD2-RIPK2, CCF4 ratio. O43353; in the data active = inhibition above about 21%;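 also: 0% = vehicle only and 100% = reference blocker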
Target sequence (O43353 whole entry, looked up): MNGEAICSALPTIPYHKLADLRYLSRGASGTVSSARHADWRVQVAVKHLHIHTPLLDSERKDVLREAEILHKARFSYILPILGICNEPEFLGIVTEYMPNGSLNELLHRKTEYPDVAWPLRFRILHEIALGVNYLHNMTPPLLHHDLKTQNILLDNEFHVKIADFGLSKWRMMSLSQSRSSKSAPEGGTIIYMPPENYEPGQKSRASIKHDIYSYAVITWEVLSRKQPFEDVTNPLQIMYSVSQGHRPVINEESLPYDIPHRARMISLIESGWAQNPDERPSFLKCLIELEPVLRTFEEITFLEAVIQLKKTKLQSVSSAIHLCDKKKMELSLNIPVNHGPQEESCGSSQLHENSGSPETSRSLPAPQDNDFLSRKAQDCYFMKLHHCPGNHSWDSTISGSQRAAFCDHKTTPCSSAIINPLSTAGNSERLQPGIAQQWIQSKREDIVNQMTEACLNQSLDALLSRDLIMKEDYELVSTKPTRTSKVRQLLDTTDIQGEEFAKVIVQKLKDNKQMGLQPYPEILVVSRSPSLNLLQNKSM
TLR9-MyD88 block – inhibitors of human TLR9-MyD88 binding; 340,000 compounds, 0.21% hits; AID 504734; inhibition, % at 4.98 µM; Q9NR96+Q99836; CHO BLA complementation TLR9-MyD88, CCF4 FRET ratio;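 active = inhibition above the mean over all tested compounds plus 3 SD, cut at about 21% in these data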;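 also: 0% = DMSO only wells and 100% = clavulanate BLA inhibitor control wells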
Starred values were filed as active, the others as inactive; . = not tested or not shown. The list is partial; rates above refer to the full screens.

The first 3 entries, ahead of the listing:
No.	SMILES	NCOA2 inhibitor	TROY signal inh	TRAIL sens C8	SRC3 inh	Vif inh	SRC1 inh	LRH-1 inv ag	COUP-TFII inh	LMP1 NFkB inh	NOD2 RIPK2 PPI	TLR9-MyD88 block
1	O=C(NCCc1ccccc1)C(c1cccs1)N(C(=O)CCl)c1ccc(Cl)cc1 (stereo not drawn)	43	-22	96*	45	18	12	-6	0	-4	15	6
2	N[C@@H](CO)c1nnc([C@H](CCC(=O)O)NC(=O)C2CCNCC2)o1	-15	-6	9	-1	-7	-6	5	-1	-10	-4	13
3	CC[C@]12c3[nH]c4ccc(Cl)cc4c3CCN1C(=O)[C@@H](CC(=O)NCCc1ccccn1)C[C@@H]2C(=O)N1CCN(C(=O)c2ccco2)CC1	-32	1	-2	1	-1	-31	-17	-3	0	2	-4

This part in full (from the top)
No.	SMILES	NCOA2 inhibitor	TROY signal inh	TRAIL sens C8	SRC3 inh	Vif inh	SRC1 inh	LRH-1 inv ag	COUP-TFII inh	LMP1 NFkB inh	NOD2 RIPK2 PPI	TLR9-MyD88 block
1	O=C(NCCc1ccccc1)C(c1cccs1)N(C(=O)CCl)c1ccc(Cl)cc1 (stereo not drawn)	43	-22	96*	45	18	12	-6	0	-4	15	6
2	N[C@@H](CO)c1nnc([C@H](CCC(=O)O)NC(=O)C2CCNCC2)o1	-15	-6	9	-1	-7	-6	5	-1	-10	-4	13
3	CC[C@]12c3[nH]c4ccc(Cl)cc4c3CCN1C(=O)[C@@H](CC(=O)NCCc1ccccn1)C[C@@H]2C(=O)N1CCN(C(=O)c2ccco2)CC1	-32	1	-2	1	-1	-31	-17	-3	0	2	-4
4	CCN(CC)C(=O)[C@H]1CC(CC(=O)NCc2cccc(C(F)(F)F)c2)C(=O)N2CCc3c([nH]c4ccc(OC)cc34)[C@]12C (stereo partly drawn)	-21	9	0	-10	.	-2	3	2	0	7	2
5	CC(C)Cc1cc(C(C)(C)C)ccc1OC(=S)N(C)C	-3	9	-20	11	-6	-2	5	2	3	-13	-9
6	Cc1cc(C)c(S(=O)(=O)NC(C)C)c(C)c1-n1cnnn1	-1	13	2	3	-2	-3	-2	1	0	2	3
7	Cc1sc2nc3ccc(NCc4ccco4)nn3c(=O)c2c1C	-16	3	-3	1	-6	-7	-12	2	-25	5	-2
8	Cc1cc(C)n2c(SCC(=O)Nc3cc(S(=O)(=O)N(C)C)ccc3C)nnc2n1	9	7	-23	14	-2	-3	14	-10	8	-2	1
9	O=C(CC1CC2CCC1C2)Nc1nc(-c2ccccn2)cs1 (stereo not drawn)	-18	-16	5	-39	-4	-73	-55	-5	-3	2	12
10	Nc1ncnc2c1ncn2[C@@H]1O[C@H](CNC(=O)[C@@H](N)Cc2ccc(C(=O)c3ccccc3)cc2)[C@@H](O)[C@H]1O	7	8	-14	-9	4	13	13	5	.	1	.
11	COc1ccc2oc(=O)c(/C(C)=N/Nc3nc(-c4cc(C)ccc4C)cs3)cc2c1	1	17	2	-4	3	3	19	3	5	-16	-8
12	CC(C)CC(=O)N1CCN(S(=O)(=O)c2ccc3ccccc3c2)CC1	10	6	-4	9	-11	3	22	18	8	-1	-6

Carrying on:
No.	SMILES	NCOA2 inhibitor	TROY signal inh	TRAIL sens C8	SRC3 inh	Vif inh	SRC1 inh	LRH-1 inv ag	COUP-TFII inh	LMP1 NFkB inh	NOD2 RIPK2 PPI	TLR9-MyD88 block
13	Cc1ccc2nc(-c3cc(-c4ccccc4)no3)cn2c1	-32	41	57*	-10	-5	-54	-134	-23	37	0	-9
14	Cc1ccccc1C(=O)NC1CCN(CC(=O)Nc2ccccc2)CC1	-5	-2	-14	-35	1	-75	4	4	1	-9	-11
15	Cc1ccc(NC(=O)CSCC(=O)NNC(=O)c2nn(C)c(=O)c3ccccc23)cc1	-1	-4	3	-14	-10	0	6	15	-15	-2	7
16	COc1cc2c(cc1OC)CN(C(=O)c1ccc(S(=O)(=O)N3CCCC3)cc1)CC2	-22	-5	-6	18	-1	-15	12	5	10	-10	-6
17	C#CCOCCOCCOCCNc1nc(N2CCOCC2)nc(N2CCN(C(=O)[C@H](CCC(=O)O)n3cc(C(N)[C@H](C)CC)nn3)CC2)n1 (stereo partly drawn)	-6	-11	-12	-15	-2	-10	6	9	2	-1	4
18	CC1(C)Cc2nc(NCCCO)c(C#N)cc2CO1	8	2	-23	-4	2	1	-10	-11	-3	-7	-2
19	O=C(O)CN1CCN(c2ncc(C(F)(F)F)cc2Cl)CC1	-5	-9	-8	-12	-4	4	-24	-9	-1	-6	-14
20	Cc1ccc(COn2c(-c3ccc(Cl)cc3)nc3ccc([N+](=O)[O-])cc32)cc1	-62	38	13	-124	-20	-94	-126	-54	-46	-4	1
21	COc1ccc2nc(SCC(=O)c3c(N)n(C4CC4)c(=O)[nH]c3=O)[nH]c2c1	11	-2	-3	-8	-2	-6	15	-2	1	-10	-8
22	NC(=O)c1ccccc1NC(=O)Nc1ccccc1Cl	-10	-29	7	17	-1	-50	15	1	-6	0	7
23	O=C(CS(=O)c1ccc(C(F)(F)F)cc1[N+](=O)[O-])Oc1ccc(Cl)cc1 (stereo not drawn)	-10	5	-15	22	-6	-15	10	-15	-6	-3	-13
24	CCCN1CCN(C(=O)c2oc3ccccc3c2NC(=O)C2CC2)CC1	-9	-22	-14	9	-6	10	-16	14	-5	1	-6

Going on with the list:
No.	SMILES	NCOA2 inhibitor	TROY signal inh	TRAIL sens C8	SRC3 inh	Vif inh	SRC1 inh	LRH-1 inv ag	COUP-TFII inh	LMP1 NFkB inh	NOD2 RIPK2 PPI	TLR9-MyD88 block
25	CCC(C)NC(=O)c1ccc(CN2CCc3ccccc3C2)cc1 (stereo not drawn)	14	11	8	17	-11	4	6	17	0	-6	-15
26	CC(C)CNC(=O)Cn1c(=O)c2c(ncn2CC(C)C)n(Cc2ccccc2)c1=O	-18	4	-20	22	2	-8	1	-1	-11	-4	-3
27	CCc1nnc2n1N=C(c1ccc(Cl)cc1Cl)CS2	4	21	-14	2	-19	-31	4	-3	6	4	-8
28	CC(=O)Nc1ccc(-c2nc3ccccc3c(=O)o2)cc1	-22	-3	34	8	-3	-17	-8	5	6	-1	6
29	O=c1c2cc(N3CCOCC3)ccc2[nH]c(=S)n1CCN1CCCC1	8	-3	-7	-1	27	-19	7	-8	5	4	9
30	CC1CCN(CCCNC(=O)Cn2ncc3c([nH]c4ccccc43)c2=O)CC1	-35	5	-9	23	1	0	-1	13	5	-1	8
31	Cc1ccccc1NC(=O)C1c2cccc[n+]2CC(=O)N1Cc1ccc2c(c1)OCO2 (stereo not drawn)	1	-12	4	-4	-8	-32	-23	-3	-8	4	-7
32	COc1ccc2c(Cl)c(-c3nnc4n3CCCCC4)sc2c1	-17	-17	5	-9	0	-10	2	11	10	-6	-1
33	O=C(NC(=S)N1CCCCC1CO)c1cc(Br)ccc1Cl (stereo not drawn)	7	-22	11	17	-4	-11	-4	14	-9	4	-1
34	O=C(/C=C/c1ccc(Cl)cc1Cl)NCCSc1ccccc1	-13	21	3	-7	-6	-3	-4	-20	-2	0	4
35	O=C(COC(=O)c1ccc(Cl)nc1)NCc1ccco1	-5	-7	1	11	8	-17	4	9	-7	0	-4
36	S=c1nc(-c2ccc(Br)cc2)[nH]c2ccccc12	-41	-36	-10	-2	11	-9	30	10	-11	-12	4

Remaining list, next part
No.	SMILES	NCOA2 inhibitor	TROY signal inh	TRAIL sens C8	SRC3 inh	Vif inh	SRC1 inh	LRH-1 inv ag	COUP-TFII inh	LMP1 NFkB inh	NOD2 RIPK2 PPI	TLR9-MyD88 block
37	O=C(NCCN1CCN(C(=O)c2ccccc2Cl)CC1)C(=O)NCc1ccccc1	-11	-13	-12	17	16	14	21	3	-6	-1	3
38	CCOc1ccc(OCCC(=O)OCC(=O)Nc2cc(C)nn2-c2ccccc2)cc1	2	2	17	-31	-1	-23	-4	-16	-2	2	2
39	C=CCC[C@@H](Cc1ccc(F)cc1)C(=O)OC[C@@H](NC(=O)[C@@H](CC=C)CC(=O)N[C@@H](CO)Cc1ccccc1)C(C)(C)C	-12	32	18	-2	-1	0	16	10	13	-2	2
40	Cc1cc(C)c(S(=O)(=O)NCCn2c(C)cc3ccccc32)c(C)c1	-7	12	-5	-1	1	-1	2	15	0	-4	5
41	O=C(COC(=O)c1ccc2c(c1)OCO2)NC1CCCCC1	-1	-25	-7	-1	14	-1	-2	3	-2	2	-3
42	Cc1ccn2cc(-c3ccc(NS(=O)(=O)c4ccccc4)cc3)nc2c1	-22	-40	-30	-18	-8	-36	-62	-19	-21	0	-8
43	O=C(NCC(c1cccs1)N1CCOCC1)c1cnc(Cl)c(Cl)c1 (stereo not drawn)	5	1	43	-4	7	14	2	-6	8	-12	2
44	O=C(OCC(=O)N1CCOCC1)c1cccc(S(=O)(=O)Nc2ccc(F)cc2)c1	1	7	18	-1	4	7	9	10	-1	-22	-1
45	CN(C(=O)CSc1nc2ccccc2n1C)C1CCS(=O)(=O)C1 (stereo not drawn)	-17	-5	5	13	-7	-1	-2	-11	-4	0	4
46	CCc1ccc2c(CN(C)Cc3ccc(OC(F)F)c(OC)c3)cc(=O)oc2c1	-17	19	-3	3	-6	14	-3	-1	6	-5	-5
47	Cc1ccccc1CN1CCc2cc([N+](=O)[O-])ccc21	3	-18	11	-5	-38	-12	-5	15	2	-9	-13
48	C[C@]12c3[nH]c4cc(-c5ccco5)ccc4c3CCN1C(=O)[C@@H](CC(=O)NCC13CC4CC(CC(C4)C1)C3)C[C@@H]2C(=O)N1CCOCC1	14	4	17	3	-13	-13	15	-2	-10	-1	-20

(next part)
No.	SMILES	NCOA2 inhibitor	TROY signal inh	TRAIL sens C8	SRC3 inh	Vif inh	SRC1 inh	LRH-1 inv ag	COUP-TFII inh	LMP1 NFkB inh	NOD2 RIPK2 PPI	TLR9-MyD88 block
49	COC(=O)c1cnc(Nc2nc(C(N)Cc3ccc(Cl)cc3)cs2)nc1C(F)(F)F (stereo not drawn)	9	0	36	-2	7	5	18	-13	.	-1	.
50	O=C(c1cc(-c2cccc(Cl)c2)on1)N1CCN(c2ccccc2)CC1	13	-36	-6	-27	3	0	-1	19	-2	4	4
51	CCn1cc(C(=O)N2CCN(c3ccc(OC)cc3)CC2)c(=O)c2cc(S(=O)(=O)N3CCOCC3)ccc21	-1	9	20	8	8	7	7	5	6	4	-4
52	Cc1ccc(Cn2cc(S(=O)(=O)c3ccc(C(C)C)cc3)c(=O)c3cc4c(cc32)OCO4)cc1	-2	-14	0	-9	-1	-10	6	3	-4	-24	0
